# FXIIa inh – factor XIIa (human) inhibition; P00748; purified FXIIa, Boc-QGR-AMC fluorogenic substrate, 2 h; inhibition, % at 5 µM; 220,000 compounds, 0.3% hits; AID 800; in the data active means inhibition above about 40%;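 further: 0% = enzyme with no compound and 100% = blank without enzyme; many of its hits are not listed in these tables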
# zVAD death inh – blocks zVAD induced death of L929 cells | L929 zVAD necroptosis rescue, ATP luminescence, 24 h; with zVAD 60 µM | viability rescue, % at 10 µM | 220,000 compounds, 0.38% hits;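 active means activation, scaled between plate controls, above about 75%, limit read from the data; inactive means activation under that limit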;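 further: 0% = zVAD with DMSO and 100% = DMSO alone without zVAD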
# thrombin 1536 – inhibitors of human thrombin | alpha-thrombin, Boc-VPR-AMC fluorogenic substrate cleavage | 220,000 compounds, 0.26% hits | P00734 | inhibition, % at 5 µM;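 active means inhibition at or above 40%; inactive means inhibition below 40%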;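 further: 0% = enzyme with no compound and 100% = wells without enzyme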
#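 Test system: human alpha-thrombin; medium: pH 7.5 Tris-saline with Tween 20; times: reaction at room temperature; signal: AMC fluorescence at 355 nm excitation and 460 nm emission; also added: Boc-VPR-AMC substrate, 15 µM final; dosing: one concentration per compound, 5 µM, with 0.2% DMSO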
# Cl transport mod – modulators of human KCC2 chloride dependent transport | KCC2 cells, thallium flux FluoZin-2 fluorescence | B-score of Tl+ flux slope (higher = more flux/activation; lower = inhibition) at 10 µM | 190,000 compounds, 2.2% hits;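 active means thallium flux slope and its plate-corrected score both differing from the plate sample mean at a set confidence after two filtering rounds, in either direction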;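 further: slope of fluorescence scaled to starting intensity during 10 to 20 s after thallium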
# KLK5 inh – inhibitors of human kallikrein 5; Q9Y337; recombinant hK5, fluorogenic AMC substrate cleavage; inhibition, % at 5 µM; 210,000 compounds, 0.59% hits;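 active means inhibition of 40% or more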;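 further: 0% = enzyme controls without compound and 100% = no-enzyme blanks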
# Target sequence (Q9Y337 67-293 limits assumed): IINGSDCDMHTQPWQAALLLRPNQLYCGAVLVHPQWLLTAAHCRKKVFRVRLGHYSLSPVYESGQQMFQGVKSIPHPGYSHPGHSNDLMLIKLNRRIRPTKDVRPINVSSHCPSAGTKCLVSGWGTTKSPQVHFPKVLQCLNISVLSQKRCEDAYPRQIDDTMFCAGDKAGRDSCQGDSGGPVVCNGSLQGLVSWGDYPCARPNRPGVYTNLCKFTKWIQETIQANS
# Hck Nef HTS – blocks Nef-activated human Hck kinase; Recombinant Hck-YEEI plus Nef, Z-Lyte FRET kinase assay; inhibition, % at 20 µM; 220,000 compounds, 0.68% hits;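 active means Hck-Nef kinase inhibition above about 50%, limit read from the data; inactive means inhibition below that limit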;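 further: 0% = DMSO with Hck plus Nef and 100% = Hck alone without Nef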
# Target sequence (P08631 whole entry, looked up): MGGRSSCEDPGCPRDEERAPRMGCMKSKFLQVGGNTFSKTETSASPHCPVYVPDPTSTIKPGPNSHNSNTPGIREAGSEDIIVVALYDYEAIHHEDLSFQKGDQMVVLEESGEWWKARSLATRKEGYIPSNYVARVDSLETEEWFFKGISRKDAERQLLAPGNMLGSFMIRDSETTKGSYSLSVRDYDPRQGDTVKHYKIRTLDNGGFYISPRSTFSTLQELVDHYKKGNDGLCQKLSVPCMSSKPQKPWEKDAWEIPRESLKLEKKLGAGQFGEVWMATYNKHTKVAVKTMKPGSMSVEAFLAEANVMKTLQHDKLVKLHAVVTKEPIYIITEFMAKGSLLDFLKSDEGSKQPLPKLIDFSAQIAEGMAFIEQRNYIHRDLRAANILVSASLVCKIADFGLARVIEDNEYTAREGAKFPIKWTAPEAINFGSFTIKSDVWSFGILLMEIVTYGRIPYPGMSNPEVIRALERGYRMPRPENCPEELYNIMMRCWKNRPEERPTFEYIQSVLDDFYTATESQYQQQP
# TNF necrop inh – TNF-alpha cell death inhibition in Jurkat FADD-/- cells; Jurkat FADD-/- TNF necroptosis rescue, ATP luminescence, 24 h; 0 = TNF only, 100 = no-TNF cells; activation (protection from cell death), % at 10 µM; 220,000 compounds, 0.068% hits; AID 463075;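 active means activation, meaning protection from cell death, of at least 50% relative to plate controls; inactive means activation below 50%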;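 further: necroptosis triggered by 40 ng/mL TNF-alpha added together with compound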
# Rad51 HR inh – Rad51 (human) homologous recombination inhibition; Q06609; hRad51 DNA strand exchange, fluorescence dequenching; inhibition, % at 10 µM; 200,000 compounds, 0.085% hits;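 active means inhibition above 40% at the single screening dose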;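 further: 0% = DMSO control wells and 100% = blanks with heterologous ssDNA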
# Target sequence (Q06609 whole entry, looked up): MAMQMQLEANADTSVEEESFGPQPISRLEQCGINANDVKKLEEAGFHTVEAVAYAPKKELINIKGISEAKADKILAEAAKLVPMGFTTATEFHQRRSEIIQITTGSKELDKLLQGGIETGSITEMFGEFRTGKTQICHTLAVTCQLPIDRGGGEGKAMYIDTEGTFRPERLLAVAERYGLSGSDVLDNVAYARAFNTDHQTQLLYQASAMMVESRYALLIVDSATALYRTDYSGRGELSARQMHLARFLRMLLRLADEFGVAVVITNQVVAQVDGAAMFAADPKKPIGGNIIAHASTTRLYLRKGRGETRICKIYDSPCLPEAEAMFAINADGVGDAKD
#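 Material: hRad51 filaments on single-stranded DNA; Reagent: Donor/quencher-labelled 47-bp dsDNA substrate; Compound: 10 µM final, single point; Schedule: 37 °C 15-min filament assembly, 30-min compound preincubation, 15-min exchange; Technique: FRET fluorescence, excitation 485 nm, emission 520 nm; Benchmarks: control wells and blank wells on each plate.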
# FXIa inh 1536 – factor XIa (human) inhibition; purified FXIa, Boc-Glu-Ala-Arg-AMC fluorogenic substrate; 220,000 compounds, 0.14% hits; inhibition, % at 5 µM; AID 798;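 active means inhibition of at least 40%; inactive means inhibition below 40%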;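 further: fluorescence of freed AMC excited at 355 nm; 0% = enzyme without compound and 100% = no enzyme blank; many of its hits are not listed in these tables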
# * = called active by the depositor; · = not tested or not shown.
SMILES,FXIIa inh,zVAD death inh,thrombin 1536,Cl transport mod,KLK5 inh,Hck Nef HTS,TNF necrop inh,Rad51 HR inh,FXIa inh 1536
COc1ccc(CCNC(=O)C2CCCN(Cc3nc(-c4cccc(Cl)c4)oc3C)C2)cc1OC (stereo not drawn),16,1.3,3,·,-22,0,-2.7,6,3
CC(=O)Nc1c(C(=O)NCc2ccccc2)nnn1Cc1ccccc1,10,0.9,-3,·,-3,1,0.5,-2,0
O=C(C[n+]1ccccc1)N1CCCc2ccccc21,4,1.2,-12,0.27,0,22,0.2,1,-3
O=C(NCCN1CCN(Cc2ccccc2)CC1)C1CC(=O)N(C2CCCC2)C1 (stereo not drawn),-5,-0.5,-3,·,3,1,-2.4,-2,-1
CC(=O)N(Cc1ccccc1)Cc1cn(CCC#N)nc1-c1cccc([N+](=O)[O-])c1,8,-1.0,4,-0.01,-7,-2,-0.3,12,-2
Cc1oc(-c2ccccc2)cc1C(=O)Nc1cccc2ccccc12,-4,0.2,-16,0.72,4,-1,0.5,6,4
CCN(CC)CCCCCOc1ccccc1OC,13,0.1,1,0.43,-12,1,-2.3,-7,5
CS(=O)(=O)N1CCN(c2ccccc2F)CC1,10,0.0,-2,0.04,-18,0,-0.6,0,3
COCc1cc(C)nc(SCC[N+](C)(C)CC(=O)Nc2cccc(C)c2)c1C#N,-2,0.9,-4,-0.024,-5,20,2.8,0,1
N#Cc1cc(C(=O)c2cc(Br)ccc2O)cn(C2CC2)c1=O,-2,-0.1,2,0.052,1,2,-0.1,-6,8
Cc1oc(-c2ccccc2F)nc1CN1CCC(C(=O)NC2CCCCCCC2)CC1,18,0.0,4,-0.28,-14,-1,-2.9,·,4
COc1cc(/C=C/C(=O)Nc2nc3ccc(S(=O)(=O)N(C)C)cc3s2)cc(OC)c1OC,-14,1.8,-6,0.059,-19,1,1.9,0,1
CC(C)c1ccc(C2NC(=O)NC3=C2CCc2ccccc23)cc1 (stereo not drawn),12,1.2,-1,-0.33,-2,4,-5.9,6,10
CC1CCN(c2c(NCC3CCC(C(=O)NCc4ccccc4Cl)CC3)c(=O)c2=O)CC1 (stereo not drawn),2,·,-3,-1.2,-10,1,-1.1,·,-5
CCC(C)NC(=O)CSc1nc2c(sc(=S)n2Cc2ccco2)c(=O)n1-c1ccccc1 (stereo not drawn),11,-0.9,-4,-0.8,-8,-22,-0.1,-3,1
O=C1OCCC1Sc1nnc(-c2ccccc2Br)n1Cc1ccccc1 (stereo not drawn),3,0.2,-5,0.46,-13,1,2.3,·,-4
CCOC(=O)/C=c1\s/c(=C\c2c(OC)ccc3ccccc23)c(=O)n1CC(=O)NCC1CCCO1 (stereo not drawn),-6,-1.7,-6,-0.37,-15,5,-18,7,-3
C/C(=N/NC(=O)CNC(=O)c1ccccn1)c1ccc([N+](=O)[O-])cc1,8,0.2,2,-0.032,-7,12,-0.6,26,-5
Cc1ccc(SCC(=O)c2c(C)[nH]c3ccccc23)cc1,9,0.7,-5,0.77,-1,1,3.0,-3,7
O=C(Nc1nccs1)C1CCN(S(=O)(=O)c2ccc(Cl)c(C(F)(F)F)c2)CC1,12,1.0,-2,1,-1,-21,-0.1,6,-1
Cc1nn(C)cc1S(=O)(=O)NC1CCCC1,8,-0.4,0,0.47,-4,-19,-0.3,-5,5
CCOC(=O)c1c(C)n(-c2ccc(OC)cc2)c2ccc(O)c(CN(C)C)c12,1,3.0,-5,-0.72,-2,23,-3.7,·,0
O=c1[nH]c(SCc2ccccc2)nc2c1cnn2-c1ccc(F)cc1,11,0.7,2,-1.4,0,8,-0.4,·,4
Cc1ccc(-c2nc(CS(=O)CC(=O)NCCCN3CC(C)CC(C)C3)c(C)o2)cc1 (stereo not drawn),12,1.4,3,·,1,3,-2.5,-1,4
COc1ccc(NC(=O)NCCc2cccc(Cl)c2)cc1OC,6,0.6,3,-0.9,-5,5,-0.1,10,-2
CC(=O)OCC(=O)Nc1c(C)cc(C)cc1C,6,0.8,-23,0.26,-2,16,-0.4,-11,-8
O=c1c(Cl)c(Cl)cnn1-c1ccccc1,8,-2.7,-9,-0.79,-1,0,-15,0,6
Cc1cc(C)n(CCCO)c(=O)c1C#N,22,0.2,3,·,-10,2,-2.6,4,7
O=C(O)CN=C(NS(=O)(=O)c1ccccc1)c1ccccc1,13,1.1,2,·,-27,0,1.5,6,17
COCC(=O)NCc1nc2ccccc2[nH]1,1,5.7,9,0.82,-21,-5,2.1,8,4
O=C(/C=C/c1ccco1)NCc1ccc(F)cc1,18,-1.8,0,0.38,-3,9,0.7,3,0
Cc1ccc2cc3c(N)[nH]nc3nc2c1,-3,2.2,-10,0.31,-6,13,3.9,-4,-15
Cc1nn(-c2ccccc2)nc1CNS(C)(=O)=O,2,0.5,-8,0.19,-2,19,0.1,·,-1
Cc1cc(NC(=O)CSc2nc(C(C)C)nc3sc4c(c23)CCCC4)no1,-4,2.6,-13,1.6,-29,6,1.5,-3,-7
CC(C)C(NC(=O)c1ccco1)C(=O)OCc1cc([N+](=O)[O-])cc2c1OCOC2 (stereo not drawn),-2,-0.5,3,0.13,-16,8,-2.5,4,-5
Cc1nsc(Nc2ccccc2)c1C#N,4,1.2,3,-0.14,-18,12,-2.7,12,1
CC/C(=N\NC(=S)Nc1cc(C)ccc1C)c1ccc(OC(F)F)cc1,10,-0.1,2,7.7*,-70,0,0.9,-3,1
CCOC(=O)c1c(NC(=O)C2CCCO2)sc(C)c1C (stereo not drawn),4,-0.1,-7,·,2,4,0.2,·,2
CCOC(=O)CC(NC(=O)Cn1nnc(-c2ccccc2F)n1)c1ccc(OC)cc1 (stereo not drawn),-2,2.0,5,-2.5,-17,-2,0.6,6,-4
O=C(N/N=C1/CCS(=O)(=O)c2ccc(F)cc21)c1ccccn1,4,0.9,0,0.65,1,20,0.6,6,-1
O=c1[nH][nH]c(-c2ccccc2)c1C=Nc1cccc(Cl)c1,1,-0.1,-7,0.86,8,4,-9.8,3,-8
Cc1nc2ccccc2c2oc(C(=O)N3CCC(N4CCCCC4)CC3)cc12,8,-0.9,-4,-2.6,-6,1,-6.1,-5,-1
N#C/C(=C\c1cccc([N+](=O)[O-])c1)C(=O)NCc1ccc(Cl)cc1,7,2.4,2,1.4,1,20,-0.1,-2,-1
Cc1c(C(=O)N2CCN(c3ccccc3)CC2)sc2ncnc(N3CCN(c4ccccc4)CC3)c12,·,1.0,·,1.3,·,-3,-0.5,·,·
COc1ccc(-c2csc(C3=C(O)CN(C(C)C)C3=N)n2)cc1OC,·,71,-4,-2,5,-4,0.0,1,1
OCCC1CN(Cc2ccsc2)CCN1C1CCCC1 (stereo not drawn),11,-0.4,0,0.13,·,4,0.3,·,2
O=C(CCC1CCCCC1)Nc1c[nH]c(=O)[nH]c1=O,5,1.0,-6,·,-10,0,-0.2,-5,0
CCc1nc2ccc(C(=O)Nc3ccc4c(c3)OCO4)cc2nc1CC,7,0.3,-1,-0.5,-2,27,0.8,-29,3
Cc1ccc(-c2nnc(SCC(=O)NC3CCS(=O)(=O)C3)nc2-c2ccc(C)cc2)cc1 (stereo not drawn),-5,0.4,-7,-0.71,-15,1,1.0,-1,-1
Cc1cc(C)n(-c2ccc(C(=O)OCC(=O)Nc3ccccc3[N+](=O)[O-])cc2)n1,5,0.2,-3,0.71,-8,2,1.0,2,4

# (next part)
SMILES,FXIIa inh,zVAD death inh,thrombin 1536,Cl transport mod,KLK5 inh,Hck Nef HTS,TNF necrop inh,Rad51 HR inh,FXIa inh 1536
COc1cc2c(cc1NC(=O)CSc1nc3ccccc3[nH]1)oc1ccccc12,6,0.8,-2,0.8,4,1,4.3,-2,-2
CCc1ccc(NC(=O)c2cc(-c3ccc(F)cc3)on2)cc1,-1,1.6,2,0.49,-20,-6,-0.3,11,7
COc1ccc(C(=O)NC2CCN(C(=S)Nc3cc(C)cc(C)c3)CC2)cc1,4,0.7,-1,-0.0098,-19,1,2.5,3,1
COc1ccccc1N(CC(O)Cn1ccnc1C)S(=O)(=O)c1ccccc1 (stereo not drawn),0,0.9,-3,0.26,-2,-12,1.5,2,-5
CCOc1cccc(NCc2cc3c(C(C)(C)C)nn(-c4ccccc4)c3[nH]c2=O)c1,6,0.8,-5,·,0,3,3.2,-5,-8
COc1ccc(-c2csc(-c3ccc(C(=O)O)cc3)n2)cc1,0,3.4,2,-0.078,-12,8,0.9,-21,-3
Cc1cccn2c(=O)c3cc(C(=O)NCC4CCCO4)n(C)c3nc12 (stereo not drawn),·,1.1,·,0.39,·,30,-1.4,·,·
COc1ccc(CCN(CC(=O)NC2CCCC2)C(=O)Cn2nnc(-c3ccc(C)o3)n2)cc1OC,10,2.6,-6,1.9,2,17,0.9,2,14
CN(C)Cc1ccccc1Sc1ccc(O)cc1O,2,0.0,-7,-0.79,-14,2,0.7,-32,6
CCC1(C)Cc2ccccc2-c2nc(NCCO)[nH]c(=O)c21 (stereo not drawn),-2,0.5,-8,·,-7,-1,0.8,2,-6

# Some of the entries above in a different format.
# Results follow in this order: FXIIa inh | zVAD death inh | thrombin 1536 | Cl transport mod | KLK5 inh | Hck Nef HTS | TNF necrop inh | Rad51 HR inh | FXIa inh 1536
COc1ccccc1N(CC(O)Cn1ccnc1C)S(=O)(=O)c1ccccc1 (stereo not drawn)
    0 | 0.9 | -3 | 0.26 | -2 | -12 | 1.5 | 2 | -5
CCOc1cccc(NCc2cc3c(C(C)(C)C)nn(-c4ccccc4)c3[nH]c2=O)c1
    6 | 0.8 | -5 | · | 0 | 3 | 3.2 | -5 | -8
COc1ccc(-c2csc(-c3ccc(C(=O)O)cc3)n2)cc1
    0 | 3.4 | 2 | -0.078 | -12 | 8 | 0.9 | -21 | -3

# The listing continues.
SMILES,FXIIa inh,zVAD death inh,thrombin 1536,Cl transport mod,KLK5 inh,Hck Nef HTS,TNF necrop inh,Rad51 HR inh,FXIa inh 1536
COC(=O)c1cc(NC(=O)CC2NCCNC2=O)cc(C(=O)OC)c1 (stereo not drawn),12,-0.1,-2,-0.18,-9,-1,-0.4,-3,-4
COc1ccc(-n2nc3ccccc3n2)cc1,8,0.7,0,·,-19,-3,0.0,2,-11
Cc1ccccc1C(=O)NC1CC(C)(C)NC(C)(C)C1,17,-0.3,33,0.11,58*,3,-3.6,-10,3
O=C1CCCN1CCCNS(=O)(=O)c1ccc(Cl)c(C(=O)N2CCOCC2)c1,3,-1.4,-1,-0.65,0,0,-0.5,4,-1
O=C(CSc1nnc2scc(-c3ccc(Cl)cc3)n12)NCc1ccc2c(c1)OCO2,9,0.0,-11,-0.95,-15,0,-1.0,8,-1
CCOc1ccc(C(N)=O)cc1OC,10,0.4,-1,7.7e-05,-5,4,-0.7,7,-10
Cc1ccc(N=Cc2nc(-c3ccc(C)cc3)oc2O)cc1,19,-0.8,17,-0.36,·,6,-0.4,·,12
COc1cc(NCCC(=O)c2cccs2)c(OC)cc1Cl,12,0.6,-1,-0.62,3,10,-0.7,1,0
O=C(NC(=S)Nc1cc(C(F)(F)F)ccc1N1CCOCC1)c1sc2ccccc2c1Cl,5,1.2,-7,0.34,-10,1,1.3,3,4
COc1cccc(-c2nc(CS(=O)CC(=O)NC3CC3)c(C)o2)c1 (stereo not drawn),-2,1.4,9,·,18,2,0.2,-7,-5
CCO[C@@H]1OC(C(=O)N2CCCCCCC2)=C[C@H](c2ccc3c(c2)OCO3)[C@H]1CCCO,2,-0.4,-6,0.032,-6,-3,1.2,·,-5

# From PubChem BioAssay

# A portion of the library (hit frequency here may not be typical).
